# BLM inh: inhibitors of human Bloom syndrome helicase BLM; recombinant BLM DNA unwinding, fluorescence dequenching; Potency, µM (highest dose often 56.1 µM), without a hit: at the highest dose activity change, negative = inhibition, most hits filed as inhibitors; 350,000 tested, 0.2% active; AID 2528;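 further: plate controls were vehicle for no effect and no enzyme for full effect; nearly all actives have a fitted effect of over 35% in size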
# BAZ2B block: inhibitors of human BAZ2B bromodomain; Q9UIF8; AlphaScreen BAZ2B-H3K14Ac peptide displacement; Potency, µM (titrated, usually from 114 µM), for inactives: top-dose activity change, negative = inhibition, hits mostly inhibitors; 360,000 tested, 4.4% active; AID 504333; further: on the % scale 0 is the no-effect control and ±100 the full control effect; nearly all actives have a fitted effect of over 60% in size
#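 BAZ2B 50 nM plus b-H3(5-23)K14Ac 50 nM, PBS pH 7.4/0.01% Tween-20, 30 min RT; compound added (max 110 uM), 30 min RT; streptavidin donor/Ni-chelate acceptor beads 10 ug/mL final, 20 min dark; AlphaScreen read.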
# G9a inh: blocks human histone lysine methyltransferase G9a; 350,000 tested, 8.8% active; Q96KQ7; Potency, µM (top dose mostly 102 µM), inactives show at the highest dose activity, negative = inhibition, most hits filed as inhibitors; G9a H3K9 monomethylation, AlphaScreen, 2 h; further: on the % scale 0 is the no-effect control and ±100 the full control effect; nearly all actives have a fitted effect of over 75% in size
#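 Chemiluminescent proximity detection of H3K9 monomethylation, read after 10 min bead incubation in the dark. Reaction: 20 nM G9a, 500 nM biotin-H3K9 peptide, 20 uM SAM cofactor, 2 h, room temperature, following 15 min enzyme-compound preincubation.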
# Pol kappa inh: DNA polymerase kappa (human) inhibition; Q9UBT6; purified Pol kappa, fluorescent DNA synthesis assay, 10 min; Potency, µM (top dose mostly 107 µM), without a hit: top-dose activity, negative = inhibition, most hits filed as inhibitors; 400,000 tested, 0.53% active; AID 588579; further: on the % scale 0 is the no-effect control and ±100 the full control effect
#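 50 nM final substrate added after 15 min RT preincubation of 10 nM Pol kappa with compound; fluorescence read at 0 and 10 min.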
# Pol eta inh: DNA polymerase eta (human) inhibition | Q9Y253 | recombinant Pol eta, fluorescent DNA replication assay | Potency, µM (titrated, usually from 114 µM), without a hit: at the highest dose activity change, negative = inhibition, actives largely listed as inhibitors | 390,000 tested, 1.2% active | AID 588591; further: on the % scale 0 is the no-effect control and ±100 the full control effect
# Target sequence (Q9Y253 whole entry, looked up): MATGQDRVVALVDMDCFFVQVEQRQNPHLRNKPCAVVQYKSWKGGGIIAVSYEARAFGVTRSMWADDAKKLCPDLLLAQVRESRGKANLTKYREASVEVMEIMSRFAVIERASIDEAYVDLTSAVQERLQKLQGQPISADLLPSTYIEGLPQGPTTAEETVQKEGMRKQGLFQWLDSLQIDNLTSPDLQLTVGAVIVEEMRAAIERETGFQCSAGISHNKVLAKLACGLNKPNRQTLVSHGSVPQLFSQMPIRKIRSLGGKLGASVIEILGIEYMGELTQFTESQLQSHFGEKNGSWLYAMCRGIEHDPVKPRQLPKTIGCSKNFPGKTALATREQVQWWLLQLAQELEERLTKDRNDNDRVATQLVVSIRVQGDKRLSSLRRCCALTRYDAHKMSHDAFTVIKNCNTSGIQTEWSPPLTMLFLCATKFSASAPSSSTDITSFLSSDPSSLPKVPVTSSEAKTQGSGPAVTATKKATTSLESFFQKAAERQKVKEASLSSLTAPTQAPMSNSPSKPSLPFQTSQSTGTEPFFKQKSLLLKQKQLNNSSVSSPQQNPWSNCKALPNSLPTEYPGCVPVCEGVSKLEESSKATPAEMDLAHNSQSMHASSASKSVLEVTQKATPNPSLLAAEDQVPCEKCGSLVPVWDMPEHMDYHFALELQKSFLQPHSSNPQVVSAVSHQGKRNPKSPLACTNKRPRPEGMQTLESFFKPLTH
#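 Pol eta (10 nM) was preincubated with compounds for 15 min at room temperature, after which fluorescent replication substrate (50 nM final) was added to start the reaction. Fluorescence was read kinetically at 0 and 10 min.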
# POLB inh: inhibitors of human DNA polymerase beta; Pol beta primer extension/strand displacement, fluorescence kinetic; 340,000 tested, 1.3% active; Potency, µM (top dose mostly 114 µM), inactives show top-dose activity change, negative = inhibition, hits mostly inhibitors; P06746; further: on the % scale 0 is the no-effect control and ±100 the full control effect
#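 Reaction started by 50 nM substrate onto compound-treated Pol beta (10 nM, 15 min preincubation, room temperature); plates read at 0 min and 10 min. Normalized concentration-effect data fitted by four-parameter Hill equation.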
# JMJD2A Tudor inh: inhibitors of human JMJD2A Tudor domain; 390,000 tested, 4.4% active; AlphaScreen JMJD2A-Tudor / H3K4me3 peptide binding; Potency, µM (highest dose often 114 µM), for the others: at the highest dose activity change, negative = inhibition, usual class: inhibitors; O75164; further: on the % scale 0 is the no-effect control and ±100 the full control effect; nearly all actives have a fitted effect of over 50% in size
# APEX1 inh: inhibitors of human APE1 endonuclease. P27695. recombinant APE1, TAMRA/BHQ-2 abasic DNA cleavage fluorescence. Potency, µM (doses to about 65.8 µM), for the others: top-dose activity change, negative = inhibition, hits mostly inhibitors. 350,000 tested, 0.35% active. AID 2517;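 further: plate controls were vehicle for no effect and reference inhibitor for full effect; nearly all actives have a fitted effect of over 55% in size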
# Target sequence (P27695 whole entry, looked up): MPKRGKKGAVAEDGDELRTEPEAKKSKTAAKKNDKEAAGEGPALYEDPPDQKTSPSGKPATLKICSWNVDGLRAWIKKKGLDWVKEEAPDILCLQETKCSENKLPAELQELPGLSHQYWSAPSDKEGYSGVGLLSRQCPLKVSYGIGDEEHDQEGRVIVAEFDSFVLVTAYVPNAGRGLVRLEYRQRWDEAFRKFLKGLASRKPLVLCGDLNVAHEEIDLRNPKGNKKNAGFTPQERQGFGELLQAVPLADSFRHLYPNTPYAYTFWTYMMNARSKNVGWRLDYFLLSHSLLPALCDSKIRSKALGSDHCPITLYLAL
#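 Kinetic fluorescence read (525 ex/598 em nm, three reads 60 s apart) of AP-site incision; signal = third minus first read. Enzyme 0.75 nM, dual-labelled THF duplex 50 nM, compound preincubation 15 min RT.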
# Pol iota inh: inhibitors of human DNA polymerase iota. Potency, µM (highest dose often 115 µM), for the others: top-dose activity, negative = inhibition, usual class: inhibitors. Q9UNA4. Pol iota fluorescent replication assay, 10 min. 390,000 tested, 1% active
#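 Pol iota at 10 nM preincubated 15 min with compounds at room temperature; reaction started with fluorescent substrate, 50 nM final. Fluorescence read kinetically at 0 and 10 min; buffer-only wells as negative control.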
# Starred values were filed as active, the others as inactive; ? = inconclusive; nt = not tested or not shown; & = joins results of further samples; [ ] = dose if it differs, or a comment. The call rests on the fitted dose curve; in most records, active means well fitted curve in the direction sought with a large enough effect; inconclusive means small, poorly fitted or top-dose-only effect, or another doubt; inactive means no such curve, though single readings can be large; an effect the other way counts as inactive or inconclusive. Potency means the concentration at half of the fitted maximal effect. Not all compounds are listed; the hit share may differ from the screen's.
SMILES,BLM inh,BAZ2B block,G9a inh,Pol kappa inh,Pol eta inh,POLB inh,JMJD2A Tudor inh,APEX1 inh,Pol iota inh
CCOP(=O)(OCC)C(NC(=O)c1ccc(OC)cc1)C(Cl)(Cl)Cl (stereo unspecified),-4.8%,0.3%,13.5%,2.7%,-9.1%,10.6%,2.0%,-0.3%,17.4%
Cc1cc(=O)oc2cc(OCC(=O)N3CCN(C(C)c4ccccc4)CC3)c(Cl)cc12 (stereo unspecified),nt,3.0%,-2.3%[12.7 µM],-6.0%,2.2%,nt,-27.0%,-1.5%,19.0%
Cc1cc2ccccc2n1CCNC(=O)COc1ccccc1,-5.0%,?,50.1µM*,-19.6%,-2.7%,-0.1%,20µM*,-0.4%,-25.3%
C/C=C1/CN2[C@@H]3C4CO[C@@H]3c3c([nH]c5cc(OC)ccc35)[C@@H]2CC14 (stereo partly specified),nt,nt,nt,0.1%,-14.7%,nt,-6.8%,nt,16.6%
Cc1ccnc(-n2c(C)nc3ccccc3c2=O)c1,-15.5%,0.8%,-1.7%[59 µM],-3.9%,-12.6%,28.5%,?,-3.0%,42.8%[activator]
COCCCNC(=O)c1c(NC(=O)c2ccccc2Cl)n(Cc2ccccc2)c2nc3ccccc3nc12,-5.5%,11.4%,-46.1%,1.0%,8.5%,14.7%,-1.5%,-2.9%,14.8%
CC1CN(CCc2ccccc2)CC(C)O1 (stereo unspecified),0.0%,-6.8%,-37.6%[59 µM],-10.6%,-4.3%,0.4%,-13.1%,-2.1%,-9.2%
COC(=O)C1=C(c2cc3ccccc3s2)C[C@@H]2CC[C@H]1N2C(=O)NCc1cccc2ccccc12,nt,nt,nt,0.6%,-18.8%,nt,-13.7%,nt,26.3%
COC(=O)C1=C(c2cccc(OC)c2OC)C[C@@H]2CC[C@H]1N2C(=O)NC1CCCCC1,nt,nt,nt,-11.7%,-10.0%,nt,-3.6%,nt,-18.6%
CC1=C(C(=O)OC(C)C)[C@]2(C(=O)N(CC(N)=O)c3ccccc32)C(C#N)=C(N)O1,-3.1%,-3.6%,-13.6%[59 µM],-12.9%,-5.7%,17.0%,-13.6%,2.1%,-2.1%
C[C@]12CC[C@H]3[C@@H](CCC4=CC(=O)CC[C@@]43O)[C@@H]1CCC2=O,1.3%,1.6%,18.3%,13.4%,-9.7%,25.7%,-5.0%,8.5%,-4.2%
O=c1[nH]c(=O)n(CCc2ccc(F)cc2)c(O)c1C=NCCCn1ccnc1,2.1%,-6.5%,?,2.3%,-16.0%,-2.2%,-7.0%,-2.4%,21.3%
O=C1OC(c2ccc(Cl)cc2)=N/C1=C\N1CC2CC(C1)c1cccc(=O)n1C2 (stereo unspecified),-1.1%,-33.3%,?,3.1%,-4.7%,-20.3%,-16.7%,1.9%,33.1%[activator]
Cc1ccc(-n2nc(C)c3c2OC(N)=C(C#N)C3c2cccs2)cc1 (stereo unspecified),-4.0%,35.5µM*,35.5µM*,3.1%,-3.6%,17.4%,-1.4%,-6.4%,15.6%
Cc1ccc(/C=C2/C(=O)NC(=O)N(CCc3ccc(F)cc3)C2=O)o1,-1.6%,-29.6%,34.1%[0.501 µM],-19.2%,?,16.2%,-23.4%,6.1%,?
CC(=O)c1ccc(OCC(=O)N2CCCC(N3CCN(c4ccccc4C)CC3)C2)cc1 (stereo unspecified),-4.1%,-19.9%,3.4%,-3.2%,-21.9%,22.6%,-20.6%,4.2%,18.7%
C=C1CC[C@@]2(O)[C@H]3Cc4ccc(O)c5c4[C@@]2(CCN3CC2CC2)[C@H]1O5,-0.9%&-7.5%,7.0%,5.1%[59 µM],-11.8%,-0.8%,63.4%,-15.9%,-7.6%,-13.4%
COc1ccc(S(=O)(=O)NC(CC(=O)N2CCC3(CC2)OCCO3)C(C)C)cc1 (stereo unspecified),-0.8%,-6.5%,-6.8%,4.1%,2.1%,-0.8%,-8.4%,17.5%,22.5%
CC(Cc1ccccc1)NCc1ccccc1O (stereo unspecified),2.8%,-4.9%,-3.4%,-12.5%,-18.3%,49.2%[activator],-17.5%,14.1%,101.9%[activator]
COC(=O)C1C(O)C(C)C(O)C(C)/C=C\C=C(/C)C(=O)Nc2c(C)c(OC(C)=O)c3c(c2O)C(=O)C(C)=C2OCOC(=C23)/C(C)=C/C(C)(O)C(O)C(C)C1O (stereo unspecified),-2.3%,-31.6%,-5.3%[2.33 µM],1.6%,-8.7%,6.2%,-2.8%,1.4%,26.6%
COc1cc(C(=O)Nc2ccc(Br)cc2C(=O)c2ccccc2Cl)cc(OC)c1OC,-5.5%,1.8%,-7.0%[59 µM],-5.2%,-5.9%,-8.4%,-19.7%,-2.0%,-3.0%
CN1C2CCC1C(C(=O)O)C(OC(=O)c1ccccc1)C2 (stereo unspecified),-3.2%,nt,-29.2%[12.7 µM],6.9%,-2.8%,nt,-4.1%,-2.3%,43.7%[activator]
C[C@H]1CC[C@@]2(NC1)O[C@@H]1C[C@H]3[C@@H]4CC[C@@H]5C[C@@H](O)CC[C@@]5(C)[C@@H]4CC[C@]3(C)[C@@H]1[C@@H]2C,-11.5%[21.4 µM],nt,3.6%[21.5 µM],-10.0%[12 µM],nt,nt,nt,9.1%[21 µM],nt
O=C(COc1ccccc1)Nc1ccc(Cl)cc1C(=O)c1ccccc1,-2.3%,2.5%,1.6%[59 µM],-23.2%,-9.1%,-16.9%,-5.1%,2.8%,8.7%
COC(=O)C1=C(c2ccccc2)C[C@@H]2CC[C@H]1N2C(=O)N1CCCC1,nt,nt,nt,18.0%,-19.2%,nt,-6.4%,nt,-4.9%
# (listing goes on)
SMILES,BLM inh,BAZ2B block,G9a inh,Pol kappa inh,Pol eta inh,POLB inh,JMJD2A Tudor inh,APEX1 inh,Pol iota inh
O=C(Oc1ccc2ccccc2c1Cl)N1CCCC1,-3.8%,11.0%,8.0%[59 µM],-14.4%,1.0%,?,0.3%,1.3%,-2.9%
COc1ccc2nc(NC(=O)CCNS(=O)(=O)c3ccc4c(c3)oc(=O)n4C)sc2c1,5.0%,?,12.3%[12.7 µM],-6.1%,-8.5%,1.3%,-6.9%,-9.0%,10.7%
O=C1/C(=C/c2cccc([N+](=O)[O-])c2)N2CCC1CC2,-14.6%,-8.2%,?,-9.9%,-7.6%,9.8%,-25.3%,11.5%,1.6%
CC1c2ccccc2-n2nncc2CN1CC1CCCCC1 (stereo unspecified),nt,nt,nt,1.2%,-2.9%,nt,-15.9%,nt,3.1%
N[C@@H](Cc1cc(Br)c(O)c(Br)c1)C(=O)O,0.1%,-7.4%,35.5µM*,nt,nt,22.4µM*,nt,12.8%,nt
CC[N+](CC)(CC#CCO)CC#Cc1ccccc1,7.7%,-6.5%,-9.2%,-12.3%,1.2%,5.8%,-5.6%,2.2%,3.0%
CN(C)c1ccc(NC(=O)CN2C(=O)CN=C(c3ccccc3)c3cc(Cl)ccc32)cc1,-10.4%,35.5µM*,39.8µM*,-15.5%,-14.4%,18.8%,28.2µM*,-2.6%,-17.1%
Cc1cc(OC(C)C(=O)NCC(O)c2ccccc2)c2c3c(c(=O)oc2c1)CCC3 (stereo unspecified),2.4%,-19.4%,29.3%,-8.0%,5.0%,21.2%,-7.6%,-17.9%,-13.8%
CC(=O)Oc1ccc(Cl)c2cccnc12,1.5%,nt,-7.8%[2.33 µM],-4.2%[60.1 µM],nt,nt,nt,3.4%,nt
C#CC[N+]1(C)[C@@H]2CC[C@H]1CC(OC(=O)C(CO)c1ccccc1)C2 (stereo partly specified),-3.1%,5.2%,6.6%[12.7 µM],-8.9%,5.5%,6.4%,-2.8%,22.3%,-15.6%
COc1cccc(N=Cc2c(O)n(Cc3ccco3)c(=O)[nH]c2=O)c1,-9.3%,-30.9%,?,-23.5%,-7.4%,41.1%,-2.1%,-1.1%,?
C[C@H]1C(=O)O[C@@H]2CCN3CC=C(COC(=O)[C@@](C)(O)[C@@]1(C)O)[C@H]23,0.0%[21.4 µM],nt,22.6%[21.5 µM],-2.2%[12 µM],nt,nt,nt,2.3%[21 µM],nt

# Nine entries already listed, sorted by number of heavy atoms, largest number first:
SMILES,BLM inh,BAZ2B block,G9a inh,Pol kappa inh,Pol eta inh,POLB inh,JMJD2A Tudor inh,APEX1 inh,Pol iota inh
COC(=O)C1C(O)C(C)C(O)C(C)/C=C\C=C(/C)C(=O)Nc2c(C)c(OC(C)=O)c3c(c2O)C(=O)C(C)=C2OCOC(=C23)/C(C)=C/C(C)(O)C(O)C(C)C1O (stereo unspecified),-2.3%,-31.6%,-5.3%[2.33 µM],1.6%,-8.7%,6.2%,-2.8%,1.4%,26.6%
COC(=O)C1=C(c2cc3ccccc3s2)C[C@@H]2CC[C@H]1N2C(=O)NCc1cccc2ccccc12,nt,nt,nt,0.6%,-18.8%,nt,-13.7%,nt,26.3%
Cc1cc(=O)oc2cc(OCC(=O)N3CCN(C(C)c4ccccc4)CC3)c(Cl)cc12 (stereo unspecified),nt,3.0%,-2.3%[12.7 µM],-6.0%,2.2%,nt,-27.0%,-1.5%,19.0%
C[C@H]1CC[C@@]2(NC1)O[C@@H]1C[C@H]3[C@@H]4CC[C@@H]5C[C@@H](O)CC[C@@]5(C)[C@@H]4CC[C@]3(C)[C@@H]1[C@@H]2C,-11.5%[21.4 µM],nt,3.6%[21.5 µM],-10.0%[12 µM],nt,nt,nt,9.1%[21 µM],nt
COc1ccc(S(=O)(=O)NC(CC(=O)N2CCC3(CC2)OCCO3)C(C)C)cc1 (stereo unspecified),-0.8%,-6.5%,-6.8%,4.1%,2.1%,-0.8%,-8.4%,17.5%,22.5%
COc1cccc(N=Cc2c(O)n(Cc3ccco3)c(=O)[nH]c2=O)c1,-9.3%,-30.9%,?,-23.5%,-7.4%,41.1%,-2.1%,-1.1%,?
Cc1ccnc(-n2c(C)nc3ccccc3c2=O)c1,-15.5%,0.8%,-1.7%[59 µM],-3.9%,-12.6%,28.5%,?,-3.0%,42.8%[activator]
CC(Cc1ccccc1)NCc1ccccc1O (stereo unspecified),2.8%,-4.9%,-3.4%,-12.5%,-18.3%,49.2%[activator],-17.5%,14.1%,101.9%[activator]
N[C@@H](Cc1cc(Br)c(O)c(Br)c1)C(=O)O,0.1%,-7.4%,35.5µM*,nt,nt,22.4µM*,nt,12.8%,nt
